PV pol inh – poliovirus RNA polymerase inhibition; P03300; poliovirus polymerase elongation, fluorescence polarization; stronger effect = lower value; % elongation, % (compound at 16.7 µg/mL); hit rate 0.66% among 150,000; AID 588519; in the data active = % elongation below about 90%; note: some results filed as inactive read as strong as hits
Target sequence (P03300 1749-2209 limits assumed): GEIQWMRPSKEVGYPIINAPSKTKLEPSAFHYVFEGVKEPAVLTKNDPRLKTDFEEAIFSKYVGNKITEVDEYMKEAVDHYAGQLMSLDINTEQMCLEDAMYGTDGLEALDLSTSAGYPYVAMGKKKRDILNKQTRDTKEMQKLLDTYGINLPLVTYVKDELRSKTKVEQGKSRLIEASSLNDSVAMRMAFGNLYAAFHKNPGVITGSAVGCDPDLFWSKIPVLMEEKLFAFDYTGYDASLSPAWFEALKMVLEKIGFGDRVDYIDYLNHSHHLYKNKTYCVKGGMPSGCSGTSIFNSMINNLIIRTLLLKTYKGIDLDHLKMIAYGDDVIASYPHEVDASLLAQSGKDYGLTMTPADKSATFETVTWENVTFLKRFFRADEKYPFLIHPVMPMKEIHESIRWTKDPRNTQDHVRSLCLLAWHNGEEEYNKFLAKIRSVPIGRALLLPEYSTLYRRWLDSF
PV pol inh FP z-score – recorded beside PV pol inh, whose call it bears; z-score; measured here: FP z-score; hits read low
* hit, by the source's call. A portion of the library. The share of hits here may be higher or lower than overall.

A first look:
Every second line gives: PV pol inh	PV pol inh FP z-score
Cc1ccc(Cl)cc1N(C)C(=O)c1cn(C2CCCCC2)c(=O)c2c1c1ccccc1n2C
 : 115	0.8
COC(=O)c1cn(CCOc2ccccc2)c2ccccc12
 : 102	0
CCCN1CCN(C(=O)c2ccc(S(=O)(=O)N3CCCc4ccccc43)cc2)CC1
 : 104	0.3

The listing, previewed entries included:
Every second line gives: PV pol inh	PV pol inh FP z-score
Cc1ccc(Cl)cc1N(C)C(=O)c1cn(C2CCCCC2)c(=O)c2c1c1ccccc1n2C
 : 115	0.8
COC(=O)c1cn(CCOc2ccccc2)c2ccccc12
 : 102	0
CCCN1CCN(C(=O)c2ccc(S(=O)(=O)N3CCCc4ccccc43)cc2)CC1
 : 104	0.3
O=C1CCn2cccc21
 : 104	0.2
COc1cccc2c1c(NC(=O)CSCC(=O)O)nn2C
 : 103	0.1
Cc1ccc(NC(=S)NC2CN3CCC2CC3)cc1 (stereo not given)
 : 101	0.1
O=C(CN(Cc1ccc(Br)cc1)S(=O)(=O)c1ccccc1)Nc1ccccc1
 : 100	-0.3
CCCCCSc1nnc2c(n1)OC=Nc1ccccc1-2
 : 99	-0.4
CCOc1ccc(NC(=O)c2cccc3c2C(=O)N(CC2CCCO2)C3)cc1 (stereo not given)
 : 101	0.2
CCOC(=O)C1=C(C)NC(C)=C(C(=O)OCC)C1C(=O)OC
 : 102	0.2
CN(C)C(=O)C(Sc1ccc(S(=O)(=O)N2CCCC2)cn1)c1ccccc1 (stereo not given)
 : 104	0.3
COc1ccccc1Nc1nc(N)nc(N)c1S(=O)(=O)c1ccccc1
 : 108	0.8
Cc1ccc(CSc2nnc(CCNC(=O)OC(C)(C)C)o2)cc1
 : 107	0.6
CCC(C)NC(=O)C(C)Sc1ccccc1 (stereo not given)
 : 98	-0.4
COc1ccc(NC(=O)C(=O)NCCc2csc3nc(-c4ccccc4F)nn23)cc1OC
 : 114	1.8
CCOC(=O)C(Cc1ccccc1)C(=O)Nc1cc(N(C)C)ccc1C (stereo not given)
 : 98	-0.4
CC(=O)Nc1ccc(OCCCNC(=O)C2=NNC(=O)CC2)cc1
 : 100	-0.1
Cc1ccc(Cl)cc1NC(=O)c1oc2ccc(S(=O)(=O)N3CCCCC3)cc2c1C
 : 98	-1.9
Cc1ccc(C(C)C)c(OCC(=O)N2CCN(CCc3ccncc3)CC2)c1
 : 100	-0.4
O=C(NCCc1ccc(Cl)cc1)c1ccc2c(c1)N(Cc1ccccc1F)C(=O)c1ccccc1S2(=O)=O
 : 108	0.3

Copied from the list:
`CCOc1ccc(NC(=O)c2cccc3c2C(=O)N(CC2CCCO2)C3)cc1` (stereo not given) – PV pol inh FP z-score: 0.2
`O=C(CN(Cc1ccc(Br)cc1)S(=O)(=O)c1ccccc1)Nc1ccccc1` – PV pol inh: 100
`CN(C)C(=O)C(Sc1ccc(S(=O)(=O)N2CCCC2)cn1)c1ccccc1` (stereo not given) – PV pol inh: 104
`COc1cccc2c1c(NC(=O)CSCC(=O)O)nn2C` – PV pol inh FP z-score: 0.1
`COc1ccc(NC(=O)C(=O)NCCc2csc3nc(-c4ccccc4F)nn23)cc1OC` – PV pol inh: 114
`CCOC(=O)C(Cc1ccccc1)C(=O)Nc1cc(N(C)C)ccc1C` (stereo not given) – PV pol inh FP z-score: -0.4

Other results:
Every second line gives: PV pol inh	PV pol inh FP z-score
CC(=O)Nc1ccc(SCC(=O)c2cc(C)n(-c3nccs3)c2C)cc1
 : 100	-0.4
COc1ccc(/C=N/NC(=O)OC(C)(C)C)cc1OC
 : 101	0.1
CCOc1ccc(NC(=O)CSc2oc(-c3ccc(F)cc3)nc2S(=O)(=O)c2ccc(C)cc2)cc1
 : 104	-0.3
COc1ccc(-n2c(/C=C/c3c(C)[nH]c4ccccc34)nc3ccccc3c2=O)cc1
 : 105	0
Cc1ccc(NCC(=O)n2c3c(c4ccccc42)CCCC3)cc1Cl
 : 99	-0.7
Cc1nn(C(C)(C)C)c2c1C(c1ccsc1)C1=C(CCCC1=O)N2 (stereo not given)
 : 99	-1
CCC(=O)N1CCc2cc(Br)cc(S(=O)(=O)CCC(=O)NCc3ccc(Cl)cc3)c21
 : 108	1
Cc1oc2ncn(C)c(=O)c2c1C(=O)N1CCN(c2cccc(C(F)(F)F)c2)CC1
 : 102	-0.8
Cc1cc2oc(=O)c(CC(=O)O)c(C)c2c2occ(-c3ccc(F)cc3)c12
 : 107	0.1
CC(=O)NCc1ccc(C(=O)COC(=O)c2oc3ccc(Br)cc3c2C)o1
 : 99	-0.4
CCOc1ccc(C(=O)NCCc2csc(-c3cccc(C)c3)n2)cc1
 : 111	1
CSc1c(CC(=O)NN)n(C)c2ccccc12
 : 99	-0.5
CC1Cc2ccccc2CN1 (stereo not given)
 : 100	-0.4
COC(=O)c1sc(SC)c(-c2ccn(S(=O)(=O)c3ccc(Cl)cc3)n2)c1C
 : 105	0.1
COC(=O)c1ccc(COC(=O)c2ccc(S(=O)(=O)C(F)F)cc2)o1
 : 99	-0.6
C#CCOc1ccc(C2CC(=O)Nc3c2c(C)nn3-c2nc(C)cc(C)n2)cc1 (stereo not given)
 : 108	0.3
O=C1NC(=O)C(C(c2ccccc2)c2ccccc2)C(=O)N1
 : 99	-0.1
CC(C)C(Sc1nnc2sc3ccccc3n12)C(=O)NC(N)=O (stereo not given)
 : 103	0.1
CCOc1ccc2c(c1)C(C)=CC(C)(C)[N+]2(C)C
 : 102	0.4
COc1ccc(-c2nc(SCC(=O)N(C3CCCCC3)C3CCCCC3)n[nH]2)cc1
 : 106	0.3
Fc1c(F)c(F)c(OC(c2ccccc2)C(F)(F)F)c(F)c1F (stereo not given)
 : 99	-0.3
Cc1nc2c(C(=O)N3CCOCC3)c[nH]n2c(=O)c1Cc1ccc(F)cc1Cl
 : 99	-1.5
CN(C)c1ccc(C2Nc3ccccc3NC3=C2C(=O)CCC3)cc1 (stereo not given)
 : 106	1.1
CCOc1ccc(N(CC)S(=O)(=O)c2c(C)[nH]c(=O)[nH]c2=O)cc1
 : 101	0
COc1ccc(N(CC(=O)N2c3ccccc3CC2C)S(=O)(=O)c2c(C)noc2C)cc1 (stereo not given)
 : 101	0.6
COc1ccc(NC(=O)c2cc(S(=O)(=O)NCCC3=CCCCC3)ccc2F)cc1
 : 113	1
C=CCn1c(C(C)NC(=O)c2ccccc2Cl)n[nH]c1=S (stereo not given)
 : 104	0.8
CCOc1ccc(CCNC(=O)c2cn(C)c3ccc(S(=O)(=O)N4CCOCC4)cc3c2=O)cc1OCC
 : 101	-0.7
O=C(Cn1c(=O)sc2ccccc21)Nc1nncs1
 : 100	-0.3
Cn1c(N)c(C(=O)COC(=O)[C@@H]2CCCN2S(=O)(=O)c2ccc(Cl)cc2)c(=O)n(C)c1=O
 : 107	0.5
COc1ccccc1CNS(=O)(=O)c1ccc(F)c(C(=O)Nc2cc(Cl)ccc2OC)c1
 : 106	-0.4
O=C(c1ccc(Cl)cc1)N1CCCC1
 : 100	-0.1
O=C(CCc1nc(-c2cccs2)no1)Nc1c(C(=O)N2CCN(c3ncccn3)CC2)oc2ccccc12
 : 102	-0.1
Cc1ccc(C)c(NC(=O)Cn2cc(S(=O)(=O)N3CCCC3)c(S(=O)(=O)N3CCCC3)c2)c1
 : 112	0.9
CCOc1ccc(CNC(=O)CSc2cc(=O)n(CC)c3ccccc23)cc1
 : 109	0.5
O=C(N/N=C/c1ccc2c(c1)OCO2)C1CC1C(=O)N/N=C/c1ccc2c(c1)OCO2 (stereo not given)
 : 100	0
CCc1nn(CCCC(=O)NC(C)c2ccccc2)c(=O)c2cc3occc3n12 (stereo not given)
 : 106	0
COc1ccc(-c2cn3nc(N4CCCC(C(=O)Nc5cccc(Cl)c5C)C4)sc3n2)cc1 (stereo not given)
 : 102	-1.2
Cc1ccc(C(CC(=O)Nc2ccc(C)cc2C)N2Cc3ccccc3C2=O)cc1 (stereo not given)
 : 101	-1
COc1ccccc1C(=O)NCCC(=O)Nc1cc(C(N)=O)cc(C(N)=O)c1
 : 99	-0.4
CC(C)CNC(=O)CCn1cnc2onc(-c3ccc(F)cc3)c2c1=O
 : 101	0.1
COc1ccc(OC(=O)c2nc(SCc3ccc(F)cc3)ncc2Cl)cc1
 : 104	-0.4
O=C(Nc1ccccc1)N1CCN2C(=O)c3ccccc3C12c1ccccc1 (stereo not given)
 : 99	-0.4
CCN(CC)CCC(=O)c1ccc(OC(C)C)cc1
 : 102	0.1
CCOc1cc(C(=O)OCC(=O)Nc2ccccc2Cl)ccc1OCC(=O)N1CCOCC1
 : 103	-0.4
COc1ccc(C)cc1NCC(=O)Nc1ccc2c(c1)OCO2
 : 101	-0.2
Cc1cc(-c2c(C(=O)Sc3ccccc3)c(C)nn2-c2cccc(C(F)(F)F)c2)no1
 : 104	0.5
Cc1ccc(CNC(=O)C2CCN(C(=O)c3cnn(-c4ccccc4)c3-n3cccc3)CC2)cc1
 : 110	0
COc1cc(/C=C/C(=O)OCC(=O)N2C(C)CCCC2C)ccc1O (stereo not given)
 : 97	-0.7
Cc1ccc(-n2ncc(C(=O)NC3CCCCC3)c2C2CCN(C(=O)OC(C)(C)C)CC2)cc1
 : 121	1.9
Cc1cc2c(c(=O)n1CCCn1ccnc1)C(c1ccccc1)C(C#N)=C(N)O2 (stereo not given)
 : 100	-0.3
COC(=O)C(O)(NS(=O)(=O)c1ccccc1)C(F)(F)F (stereo not given)
 : 102	0.1
CC(C)N(C(=O)CSc1nnc(-c2ccc3c(c2)OCO3)n1C)C(C)C
 : 101	-0.2
COc1ccc(S(=O)(=O)N/N=C(/C2CCCCC2)C(F)(F)F)cc1
 : 101	0
Cc1cc2cc(CN(Cc3ccco3)C(c3nnnn3C3CCCC3)C(C)C)c(=O)[nH]c2cc1C (stereo not given)
 : 105	1.3
Cc1ccc(S(=O)(=O)CCN2CCC(n3cccc3)CC2)cc1
 : 102	-0.3
O=C(COC(=O)/C=C/c1ccco1)Nc1nnc(-c2ccccc2)o1
 : 95	-0.8
CCN(CC)S(=O)(=O)c1ccc(-c2ccc(/C=N/N=C3\NC(=O)C(CC(=O)Nc4ccccc4)S3)o2)cc1 (stereo not given)
 : 118	1.5
CN(C1CCS(=O)(=O)C1)S(=O)(=O)c1ccc(Cl)cc1 (stereo not given)
 : 100	-0.6
CCc1ccc(OC(C)c2nc(-c3ccc(-n4cccc4)cc3)no2)cc1 (stereo not given)
 : 102	-0.4

Other structures.
Every second line gives: PV pol inh	PV pol inh FP z-score
Cc1ccc(C)c(NC(=O)c2cc(S(=O)(=O)N3CCCc4ccccc43)ccc2F)c1
 : 109	0.2
O=C(O)C1=CN2CCS(=O)(=O)N=C2C=C1
 : 98	-0.5
Cc1nn(C(=O)Cc2ccc(Cl)cc2)c(C)c1Br
 : 108	0.7
CCN(CC)S(=O)(=O)c1cccc(C(=O)Nc2ccccc2C(=O)Nc2ccc(Cl)cc2)c1
 : 106	0.3
Cc1ccc(CC(=O)Nc2nccs2)cc1
 : 101	0
NC(=O)Cn1nnc(-c2ccccc2N)n1
 : 100	-0.2
O=C(OCC(=O)N1CCN(c2ccccc2)CC1)c1ccco1
 : 105	0.1
Cc1ccc(-c2nnn(CC(=O)N(Cc3ccccc3)C(C(=O)NC3CCCC3)c3ccco3)n2)cc1 (stereo not given)
 : 99	-0.8
N#CCC(=O)NS(=O)(=O)c1ccccc1
 : 103	0.2
CCc1ccc(NC(=O)Cn2nnc(C(=O)Nc3ccc(F)cc3)c2N)cc1
 : 112	0.6
CN(C(=O)CSc1nncn1-c1ccccc1)C1CCCCC1
 : 103	0.1
O=C(Nc1cccc(Br)c1)c1cc(S(=O)(=O)N2CCCCC2)c[nH]1
 : 106	0.5
COc1ccc(NC(=O)c2ccco2)cc1NC(=O)c1cc(OC)c(OC)c(OC)c1
 : 101	-0.2
NCc1cccc(Oc2ccccc2)c1
 : 103	0.4
COC(=O)CSc1nnc(Nc2ccccc2C)s1
 : 104	0.1
O=C(c1ccc(F)cc1F)N1CCN(C(=O)c2ccc(F)cc2F)CC1
 : 102	0.2
Cc1nc2ccccc2nc(C)c1=NOCC(=O)Nc1ccc(S(=O)(=O)N2CCOCC2)cc1
 : 103	0
Cc1oc2nc[nH]c(=O)c2c1C(=O)NC1CCCCCC1
 : 121	1.7
OC(c1ccccc1)c1ccc(Cl)s1 (stereo not given)
 : 101	0.3
COc1ccc2oc(-c3ccc(C)c(NC(=O)c4ccc(-c5ccccc5[N+](=O)[O-])o4)c3)nc2c1
 : 102	-0.5
CCCN(CCC)CCNC(=O)C1CCN(c2nc3ccc(CC)cc3s2)CC1
 : 104	-0.2
Cc1ccc(C(=O)C2OC(=O)C(C)(C)C(=O)C2(C)C)cc1 (stereo not given)
 : 108	0.5
CCOC(=O)Nc1ccc(Cl)c(Cl)c1
 : 105	0.2
COC(=O)/C=C1\SC(NC(=O)c2ccccc2)NC1=O (stereo not given)
 : 97	-0.7
CC(C)CCNC(=O)c1ccco1
 : 101	0.5
COc1ccc(CN2CCNCC2CCO)c(C)c1C (stereo not given)
 : 100	-0.2
O=C(Nc1ccccc1F)c1ccc(Cn2nc(N3CCN(c4ccccc4)CC3)ccc2=O)o1
 : 102	-1
O=C(CC1CCCCC1)NCCN1CCOCC1
 : 101	-0.2
CC1CCCCN1C(=O)c1cnc2n(c1=O)CCS2 (stereo not given)
 : 102	0.4
CCc1ccc(NC(=O)CSC2=C(C#N)C(c3ccco3)C(C(N)=O)=C(C)N2)cc1 (stereo not given)
 : 103	0.2
O=[N+]([O-])c1cc(-c2nc(-c3ccccc3)no2)ccc1N1CCCCC1
 : 112	1
CCCCC1(COC(=O)Nc2cccc(Cl)c2)C(=O)N(c2ccccc2)N(c2ccccc2)C1=O
 : 107	0.3
COc1cc(NC(=O)Cn2c(C)cc(C)c(C#N)c2=O)cc(OC)c1
 : 109	0.5
COc1cc(/C=C2/SC(=S)NC2=O)ccc1OC(=O)c1cccc(C)c1
 : 101	-0.1
CC(C)(C)c1cc2nc(C(F)(F)F)cc(NN)n2n1
 : 104	0.6
c1ccc(CCN2CCOCC2)cc1
 : 102	0.8
O=C(CSc1nc2c([nH]c3ccccc32)c(=O)n1-c1ccccc1F)Nc1cccc(Cl)c1
 : 111	0.9
CC(C)NC(=O)CSc1n[nH]c(-c2ccc(Br)cc2)n1
 : 100	-0.6

Compound activity as filed in PubChem BioAssay.
